# Source: PubChem
# EP2 mod = EP2 receptor (human) modulation; P43116; EP2-expressing cells, cAMP HTRF FRET, PGE2 co-stimulation; induction, % at 25 µM; actives 0.83% (n = 260,000); AID 940;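 active means compounds whose cAMP rise, as percent of the full-agonist control response, exceeds 60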;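 further: rat C6 glioma line stably carrying human EP2 under a CMV promoter; the protocol text gives 20 µM as final concentration; 100% = response of wells given 1 µM PGE2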
# EP2 antag = inhibitors of human EP2 prostaglandin E2 receptor; P43116; C6 glioma cells expressing human EP2, cAMP TR-FRET; cells stimulated with saturating PGE2; inhibition, % at 25 µM; actives 0.52% (n = 260,000);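 active means percent inhibition above 40 after rounding to a whole number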;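 further: rat C6 glioma host cells with rolipram phosphodiesterase inhibitor present; the protocol text gives 20 µM as final concentration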
# p97 inhibitor = inhibitors of human p97 ATPase. recombinant p97 ATPase, Kinase-Glo ATP luminescence, 3 h. P55072. inhibition, % at 8 µM. actives 0.42% (n = 220,000); in the data active means inhibition above about 15%;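 further: 0% = DMSO vehicle and 100% = wells lacking enzyme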
# eIF4E-4G inh = eIF4E/eIF4G interaction inhibition in translation initiation; P63073+Q04637; actives 0.37% (n = 220,000); inhibition, % at 21.7 µM; TR-FRET eIF4E-eIF4GI(517-606) binding, 2 h;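 active means inhibition above about 30%, limit read from the data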;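 further: 0% = full FRET control wells and 100% = background wells lacking eIF4GI fragment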
# S1P4 ag = activates the human S1P4 receptor | O95977 | S1P4-expressing cell line, agonist reporter assay | activation, % at 4.98 µM | actives 0.35% (n = 220,000); in the data active means activation above about 11%;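 further: 0% = DMSO vehicle and 100% = reference agonist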
# Target sequence (O95977 whole entry, looked up): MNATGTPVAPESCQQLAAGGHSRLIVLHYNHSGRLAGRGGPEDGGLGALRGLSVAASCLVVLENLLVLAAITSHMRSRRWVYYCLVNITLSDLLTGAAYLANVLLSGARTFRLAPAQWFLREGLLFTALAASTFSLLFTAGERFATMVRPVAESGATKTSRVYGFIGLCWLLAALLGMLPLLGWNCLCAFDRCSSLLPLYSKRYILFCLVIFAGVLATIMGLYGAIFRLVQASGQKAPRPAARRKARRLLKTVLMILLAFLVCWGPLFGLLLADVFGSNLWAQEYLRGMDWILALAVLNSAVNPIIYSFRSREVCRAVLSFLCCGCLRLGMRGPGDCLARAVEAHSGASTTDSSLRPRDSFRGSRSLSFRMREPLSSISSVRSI
# S1P4 antag = blocks the human S1P4 receptor; AID 1510; inhibition, % at 4.98 µM; S1P4-expressing cells, antagonist mode, reporter read-out; actives 0.26% (n = 220,000); O95977; in the data active means inhibition above about 29%;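 further: 0% = wells stimulated with agonist and 100% = vehicle wells without agonist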
# NPY Y1 blocker = antagonists of human neuropeptide Y receptor Y1 | P25929 | HEK293-CNG Y1 cells, membrane potential fluorescence; NPY at EC95, then isoproterenol | inhibition, % at 3.6 µM | actives 1% (n = 200,000) | AID 1040;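 active means inhibition above the campaign mean inhibition of all tested compounds plus 3 SD, cut at about 20% in these data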;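 further: 0% = DMSO wells given NPY plus isoproterenol and 100% = isoproterenol alone without NPY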
#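 Assay system: HEK293 cells with Y1 receptor plus CNG channel | Probe or stimulus: NPY (25 nM), isoproterenol (1 µM), Ro 20-1724 (25 µM) | Timing: Compound incubation 1 h at room temperature, readout 45 min post-stimulation | Measured by: Membrane-potential fluorescent dye readout | Benchmarks: High control isoproterenol alone, low control NPY with isoproterenol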
# NPY2 pot ag = potentiates or activates human NPY-Y2 receptor. cells expressing NPY-Y2, potentiator/agonist read-out. actives 0.45% (n = 220,000). P49146. activation, % at 3.6 µM. AID 1359; in the data active means activation above about 27%;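 further: cells stimulated with NPY near EC25 plus isoproterenol at EC100; 0% = vehicle plus submaximal agonist and 100% = vehicle plus saturating agonist; some results beyond the cut were filed as inactive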
# Target sequence (P49146 whole entry, looked up): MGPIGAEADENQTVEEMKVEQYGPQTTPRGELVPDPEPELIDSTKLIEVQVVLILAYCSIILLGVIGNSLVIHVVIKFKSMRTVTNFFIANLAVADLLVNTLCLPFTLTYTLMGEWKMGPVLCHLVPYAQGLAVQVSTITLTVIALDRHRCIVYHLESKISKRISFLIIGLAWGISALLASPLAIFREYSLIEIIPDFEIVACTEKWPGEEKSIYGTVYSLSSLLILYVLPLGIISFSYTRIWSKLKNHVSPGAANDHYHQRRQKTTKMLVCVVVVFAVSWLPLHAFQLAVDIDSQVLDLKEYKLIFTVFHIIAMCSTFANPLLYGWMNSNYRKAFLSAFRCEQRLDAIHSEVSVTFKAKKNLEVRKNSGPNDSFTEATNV
# NPY1 pot ag = potentiates or activates human NPY-Y1 receptor; P25929; NPY-Y1 expressing cells, potentiator/agonist activation; activation, % at 3.6 µM; actives 0.37% (n = 220,000); AID 1304; in the data active means activation above about 33%, passing the limit was not always enough;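 further: cells stimulated with NPY at EC10 then isoproterenol at EC100; 0% = low agonist plus stimulus and 100% = saturating agonist plus stimulus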
# * hit, by the source's call; · = no result given; & = joins results of further samples; ! = repeats disagree; [ ] = another dose, or the depositor's remark. This is a subset (hit frequency here may not be typical).
SMILES,EP2 mod,EP2 antag,p97 inhibitor,eIF4E-4G inh,S1P4 ag,S1P4 antag,NPY Y1 blocker,NPY2 pot ag,NPY1 pot ag
COc1cc(NS(=O)(=O)c2ccc3c(c2)n(C)c(=O)n3C)cc(OC)c1,13,0,-6,-3,-1.1,6,0,-9,-24
CCCCCCCCNC(C)C(O)c1ccc(SC(C)C)cc1 (stereo unspecified),-23&-37,115*!,-2,0,0.3,-12,-2,12,-3
COc1ccc2c(/C=N/NS(=O)(=O)c3ccc(C)cc3)c[nH]c2c1,-21,12,7,1,0.0,-4,·,-2,-7
CCC1=Nc2cc(C(=O)NCC3CCCO3)ccc2Sc2ccc(Br)cc21 (stereo unspecified),4,8,0,-4,1.5,7,3,-2,-3
CCc1ccc(OCCOCC(O)CNC2CCCC2)cc1 (stereo unspecified),-23,3,1,4,2.8,-4,4,-17,-10
COc1ccc(-c2csc(NC(=O)C3CCCO3)n2)cc1 (stereo unspecified),-17,10,1,-10,1.4,-13,6,-16,-30
O=C(C1CCN(S(=O)(=O)c2ccc(Cl)cc2)CC1)N1CCOCC1,17,9,6,4[fluorescence artefact?],-1.9,-4,-5,2,-1
Cc1cc(C(F)F)nn1CC(=O)NC1C(=O)N2C(C(=O)O)=C(CSc3nnnn3C)CSC12 (stereo unspecified),0,3,1,4,-1.3,0,-5,18,0
CN(C)C(=O)c1ccc(-n2nc(C(F)(F)F)c3c2CCCC3)cc1,38,14,-7,-6,-1.5,-3,7,-4,-44
O=C(NCC(=O)N(CC1CCCO1)C(C(=O)NC1CCCCC1)c1cccnc1)c1cccs1 (stereo unspecified),17,5,0,-4,0.4,-2,5,5,0
COc1ccccc1S(=O)(=O)Cc1ccc(C(=O)NC(C)c2ccc3c(c2)OCCO3)o1 (stereo unspecified),-5,7,-8,-2,-1.4,-2,5,-17,-9
CCCOC(=O)c1ccc(NC(=O)CC(C)(C)C)cc1,-68,19,1,-2,-0.7,-4,0,-16,-9
Cc1cc(C(=O)COC(=O)C2=NNC(=O)CC2)c(C)n1CCc1ccccc1,-21,6,5,-4,1.2,-11,4,-1,6
Cc1ccc(-c2nc3c(c(=O)[nH]c(=O)n3CC(C)C)n2CC(C)C)cc1[N+](=O)[O-],22,5,-6,0,1.7,-15,2,-21,-14
COC(=O)c1c(C(=O)OC)c(-c2ccc(C)cc2)n2c1CS(=O)(=O)C2,17,17,-2,-2,-0.7,-5,-5,-14,-1
COc1ccc(CCN=C(N)NS(=O)(=O)c2ccccc2)cc1OC,7,7,6,0,0.4,-12,-4,13,-3
CC1CC(C)(C)NC(=S)N1CCC(=O)N1CCc2ccccc2C1 (stereo unspecified),-16,9,2,0,1.0,3,-7,-2,9
Cc1ncoc1C(=O)N1CCCC(C(=O)c2cccc(OC(C)C)c2)C1 (stereo unspecified),-12,4,0,0,4.8,6,7,-8,6
CCC(c1nnnn1CCC(C)C)N1CCC(C(N)=O)CC1 (stereo unspecified),11,9,-3,4[fluorescence artefact?],3.4,3,3,0,5
CCC(=O)c1ccc(OCC(O)CN2CCN(C(c3ccccc3)c3ccccc3)CC2)cc1 (stereo unspecified),-28,2,1,-1,0.0,4,9,-23,-11
O=C(NCC1OCCc2ccccc21)c1cc(COc2c(F)cccc2F)on1 (stereo unspecified),-50,6,1,6,-0.4,-6,6,-14,-13
CN1/C(=C\C(=O)c2cccnc2)C(C)(C)c2ccccc21,-18,6,1,3,0.1,-10,-3,9,3
COc1cc(/C=C/C(=O)c2ccccc2O)cc(OC)c1OC,-6,17,2,0,0.1,9,-3,-11,-16
O=C(NNC1CC(=O)N(c2ccc(Br)cc2)C1=O)c1ccco1 (stereo unspecified),2,1,5,2,-0.3,-15,-3,1,-5
NC(=O)C(Cc1ccccc1)N1C(=O)c2ccccc2C1=O (stereo unspecified),8,-3,-1,-4,1.8,-13,6,-9,-17
CCOC(=O)c1c2ccc(OCC(=O)N/N=C/c3ccccc3C(F)(F)F)cc2n2ccccc12,3,20,-1,0,0.3,-4,-2,4,-7
COc1ccc(-n2cc(CNCCCN3CCCC3=O)c(-c3ccccc3Cl)n2)cc1,-1,4,-3,-1,-0.3,0,20*,-7,-2
O=[N+]([O-])c1ccc(Sc2ccccc2Cl)nc1,36,7,6,5,-4.0,-10,0,-2,-10
O=C(Cn1ccc([N+](=O)[O-])n1)Nc1ccccn1,0,5,1,4,-0.7,4,4,3,-20
COc1cccc(-c2nc(-c3ccc(NC(=O)Cc4ccccc4OC)cc3)no2)c1,-1,17,2,-3,2.3,1,5,-19,-53
O=C(Nc1ccc(NC(=O)C2CC2)nc1)c1cccs1,-5,18,2,1,1.3,-5,-2,-8,-8
Cc1ccc(C(=O)NC(C)c2ccccc2)cc1Br (stereo unspecified),-8,7,2,-4[fluorescence artefact?],3.6,11,0,-2,-7
CN(C(=O)CSc1ccccc1C(=O)O)C1CCCCC1,15,11,-1,-12[fluorescence artefact?],0.3,6,4,-18,12
CN(Cc1ccccc1)C(=O)c1cc2ccccc2o1,-10,3,0,8,-0.8,-7,2,14,-19
Cc1ccccc1N(CC(N)=O)S(C)(=O)=O,-20,7,-2,10,-2.0,20,-7,-2,-18
O=C(NCCCCNC(=O)C(F)(F)F)C(F)(F)F,19,6,0,1,0.4,-10,-5,3,-7
COc1cc2oc3ccccc3c2cc1N(CC(=O)N1CCCCC1)S(=O)(=O)c1ccc(C)cc1,33,7,2,8,0.5,-7,3,-10,-33
Cc1oc(-c2ccccc2F)nc1CS(=O)(=O)CC(=O)NCCCc1ccccc1,12,10,-1,-5,1.1,-9,13,6,-23
NNC(=O)CSc1nc(-c2ccccc2)nc2c1CCCC2,12,1,4,1,1.1,-4,-5,-2,-28
O=C(CCCOc1ccccc1)Nc1ccc(S(=O)(=O)Nc2ccccn2)cc1,-15&-32,17&8,4,1,-0.5,-10,4,-6,9
CC1=C(C#N)CCC(=O)N1Cc1ccc(C)cc1,14,11,2,6,-1.0,7,-3,14,18
CCOC(=O)c1cnc2c(OC)cccc2c1Nc1ccc2c(c1)OCCO2,39,6,-5,-15,-0.1,4,4,-1,1
Cc1cc(NC(=O)CSc2nc3ccccc3c(=O)n2C2CCCC2)no1,2,12,7,5[fluorescence artefact?],-1.2,-7,33*,-8,-24
O=C(N/N=C/c1ccc(Cl)c([N+](=O)[O-])c1)c1cc(-c2ccc3c4c(cccc24)CC3)n[nH]1,24,6,2,4,1.6,0,·,45*,36
O=c1cc(CO)oc(C(Nc2ccccn2)c2ccsc2)c1O (stereo unspecified),-5,6,1,3[fluorescence artefact?],-0.6,-15,-4,-9,-1
CCOc1ccc(OCc2cccc(C(=O)N/N=C/c3cccnc3)c2)cc1,-32,10,-1,1[fluorescence artefact?],1.4,-19,5,3,-26
Nc1nn(-c2ccccc2)c(N)c1N=Nc1cccc(F)c1,-29,10,5,4,0.9,-7,·,6,11
COc1ccccc1OCC(=O)NC1CCCCCC1,22,9,-1,2,-1.2,2,-3,-4,2
COc1ccc(CNC(=O)c2noc3c2CCCC3)cc1,23,9,-3,4,1.2,-14,-3,-7,2
CC(C)(C)NC(=O)c1oc2ccccc2c1COc1ccccc1,58,0,-3,-2,-0.4,0,28*,-7,-47

# Single records, from the list above.
# Record of COc1ccc2c(/C=N/NS(=O)(=O)c3ccc(C)cc3)c[nH]c2c1 : EP2 mod: -21; EP2 antag: 12; p97 inhibitor: 7; eIF4E-4G inh: 1; S1P4 ag: 0.0; S1P4 antag: -4; NPY Y1 blocker: ·; NPY2 pot ag: -2; NPY1 pot ag: -7
# Record of CCC(=O)c1ccc(OCC(O)CN2CCN(C(c3ccccc3)c3ccccc3)CC2)cc1 (stereo unspecified) : EP2 mod: -28; EP2 antag: 2; p97 inhibitor: 1; eIF4E-4G inh: -1; S1P4 ag: 0.0; S1P4 antag: 4; NPY Y1 blocker: 9; NPY2 pot ag: -23; NPY1 pot ag: -11

# New compounds follow
SMILES,EP2 mod,EP2 antag,p97 inhibitor,eIF4E-4G inh,S1P4 ag,S1P4 antag,NPY Y1 blocker,NPY2 pot ag,NPY1 pot ag
Cc1nnc(NCCN2CCOCC2)[nH]c1=O,17,10,-8,-10,-0.5,-13,3,-5,-14
COC(=O)c1ccc(-c2ncc(-c3cccc4ccccc34)o2)cc1,44,16,1,-2,-0.5,18,12,-1,8
Cc1cccc(N(CC(=O)O)CC(=O)O)c1,16,8,3,0[fluorescence artefact?],0.0,4,6,10,2
O=C(NCCCNC(=O)c1ccccn1)c1ccccn1,-11&-2,15&13,0,-5,-0.6,5,4,8,-11
CCOc1ccccc1NC(=O)CSc1nnnn1-c1ccccc1,19,12,-4,1,0.8,-5,13,4,-14
CC(C)NC(NC(=O)/C=C/c1ccccc1)C(Cl)(Cl)Cl (stereo unspecified),13,7,8,1,1.5,8,6,-7,2

# In the list so far, 13 have four or more nitrogen atoms:
SMILES,EP2 mod,EP2 antag,p97 inhibitor,eIF4E-4G inh,S1P4 ag,S1P4 antag,NPY Y1 blocker,NPY2 pot ag,NPY1 pot ag
Cc1cc(C(F)F)nn1CC(=O)NC1C(=O)N2C(C(=O)O)=C(CSc3nnnn3C)CSC12 (stereo unspecified),0,3,1,4,-1.3,0,-5,18,0
O=C(NCC(=O)N(CC1CCCO1)C(C(=O)NC1CCCCC1)c1cccnc1)c1cccs1 (stereo unspecified),17,5,0,-4,0.4,-2,5,5,0
Cc1ccc(-c2nc3c(c(=O)[nH]c(=O)n3CC(C)C)n2CC(C)C)cc1[N+](=O)[O-],22,5,-6,0,1.7,-15,2,-21,-14
CCC(c1nnnn1CCC(C)C)N1CCC(C(N)=O)CC1 (stereo unspecified),11,9,-3,4[fluorescence artefact?],3.4,3,3,0,5
COc1ccc(-n2cc(CNCCCN3CCCC3=O)c(-c3ccccc3Cl)n2)cc1,-1,4,-3,-1,-0.3,0,20*,-7,-2
O=C(Cn1ccc([N+](=O)[O-])n1)Nc1ccccn1,0,5,1,4,-0.7,4,4,3,-20
NNC(=O)CSc1nc(-c2ccccc2)nc2c1CCCC2,12,1,4,1,1.1,-4,-5,-2,-28
Cc1cc(NC(=O)CSc2nc3ccccc3c(=O)n2C2CCCC2)no1,2,12,7,5[fluorescence artefact?],-1.2,-7,33*,-8,-24
O=C(N/N=C/c1ccc(Cl)c([N+](=O)[O-])c1)c1cc(-c2ccc3c4c(cccc24)CC3)n[nH]1,24,6,2,4,1.6,0,·,45*,36
Nc1nn(-c2ccccc2)c(N)c1N=Nc1cccc(F)c1,-29,10,5,4,0.9,-7,·,6,11
Cc1nnc(NCCN2CCOCC2)[nH]c1=O,17,10,-8,-10,-0.5,-13,3,-5,-14
O=C(NCCCNC(=O)c1ccccn1)c1ccccn1,-11&-2,15&13,0,-5,-0.6,5,4,8,-11
CCOc1ccccc1NC(=O)CSc1nnnn1-c1ccccc1,19,12,-4,1,0.8,-5,13,4,-14
